Compound activity from PubChem BioAssay.
mHTT-CaM PPI inh: inhibitors of human mutant huntingtin-calmodulin interaction; inhibition, % at 15 µM; P42858; AlphaScreen His-mHTT/GST-CaM binding, luminescence; 190,000 compounds, 3.6% hits;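 note: 0% = both proteins with DMSO and 100% = one protein alone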
Pf apPOL block: Pf-apPOL DNA polymerase inhibition. Recombinant Pf-apPOL, molecular beacon fluorescence, 1.5 h. inhibition, % at 10 µM. 210,000 compounds, 0.25% hits
* = called active by the depositor; x = no result given; & = joins results of further samples. Cut-off read from the data, not from the text of the source: active = inhibition above about 50%; inactive = the rest. This is a subset; rates above refer to the full screens.

Values run as follows: Pf apPOL block	mHTT-CaM PPI inh
- CC(Oc1ccc(Cl)cc1Cl)C(=O)NCCOc1cc(N2CCOCC2)ncn1 (centres undefined)
 : -6	-3
- COc1ccc(N=c2oc3c(C)ncc(CO)c3cc2C(=O)Nc2ccccc2C)cc1Cl
 : -4	3
- C=C(C)COc1ccc2c(C)c(-c3ccc(OC)cc3OC)c(=O)oc2c1
 : -13	1
- CCCCCn1c(S(=O)(=O)O)nc2ccccc21
 : -3	-1
- CC(=O)Nc1ccc(SC[C@H](Cc2ccccc2)N2CCN(CCc3ccccc3)CCC2=O)cc1
 : -3&-10	100*
- Cc1nnnn1-c1cc2c(s1)CCCC2
 : x	-8
- CC(O)c1nc2ccccc2n1Cc1ccc(Cl)cc1 (centres undefined)
 : 0&0	9&25
- COc1ccc(-n2nc(C(=O)NCC(=O)Nc3ccccn3)c3ccccc3c2=O)cc1
 : 2	-2
- CCC(CC)C(=O)NCc1ccccc1Cl
 : -1	-2
- COc1cccc(CNC(=O)CCC(=O)N2CCCn3nc(C)cc32)c1OC
 : -2	-9
- O=C1CCCC(=O)C1C1c2ccccc2Sc2ccccc21
 : -3	4
- COc1cc(NC(=O)c2cc(OC)cc(OC)c2)cc(OC)c1
 : 0	-2
- O=C(CCN1CCN(CCO)CC1)Nc1ccc(OC(F)(F)F)cc1
 : -8	0
- O=C(NCCCc1ccccc1)NCC1CCN(C2CCCC2)CC1
 : -10	-13
- O=P(Nc1ccc(Cl)cc1)(Nc1ccc(Cl)cc1)Nc1ccc(Cl)cc1
 : -4	3
- CC1(C)C2=CC3(C)N(CC(=O)N2c2ccccc21)c1ccccc1C3(C)C (centres undefined)
 : -10	x
- CCn1c(C2CCN(C(=O)NCc3ccc(OC)cc3)C2)nc2ccncc21 (centres undefined)
 : -4	4
- Clc1cccc(N2CCN(Cc3ccsc3)CC2)c1
 : 3	3
- CC(=O)Nc1ccc(-c2noc(C3CCCN(C(=O)c4ccoc4)C3)n2)cc1 (centres undefined)
 : -3	4
- Cc1cccc(NC(=O)N2CCCC(CCC(=O)NCc3ccco3)C2)c1 (centres undefined)
 : -2	16
- O=S(=O)(C=Cc1ccccc1)N1CCN(c2ccc(-n3ccnc3)nn2)CC1
 : 28	1
- O=C(Nc1ccc(Cl)c(Cl)c1)C(=O)NC1CCCCCC1
 : -9	-2
- N#CC1=C2NC(=O)c3c(sc4c3CCCC4)N2C2=C(C(=O)CCC2)C1c1ccc([N+](=O)[O-])cc1 (centres undefined)
 : 0	0
- O=C(c1ccc2c(c1)OCO2)N1CC2CN(S(=O)(=O)c3ccc(F)cc3)CC(C1)O2
 : -2	4
- CC(=O)N1CCc2cc(Br)cc(S(=O)(=O)Nc3cccc4c3CCCC4)c21
 : -1	16
- CNC(=O)N1CC(c2nc(-c3ccc(F)cc3)no2)C2(CCOCC2)C1 (centres undefined)
 : 1	1
- COc1ncc(C(=O)NCc2ccccc2F)cn1
 : -3	-6
- O=c1[nH]c2ccc(N=Cc3ccc(O)cc3O)cc2[nH]1
 : -10	31
- CC(C)c1cc(C2CCCN2C(=O)c2cc(C(F)(F)F)nn2C)no1 (centres undefined)
 : -1	0
- Cn1ccnc1SCc1ccc([N+](=O)[O-])cc1
 : 6	0

The last 4 records of the section before are carried over, then new ones follow:
Values run as follows: Pf apPOL block	mHTT-CaM PPI inh
- COc1ncc(C(=O)NCc2ccccc2F)cn1
 : -3	-6
- O=c1[nH]c2ccc(N=Cc3ccc(O)cc3O)cc2[nH]1
 : -10	31
- CC(C)c1cc(C2CCCN2C(=O)c2cc(C(F)(F)F)nn2C)no1 (centres undefined)
 : -1	0
- Cn1ccnc1SCc1ccc([N+](=O)[O-])cc1
 : 6	0
- Cc1ccc(NC(=O)c2noc3c2CCCC3)cc1
 : -2	-12
- COc1ccc(NC(=O)c2nccnc2C(=O)O)c(N2CCOCC2)n1
 : 5	x
- CCCCC1(CC(=O)Nc2ccccc2F)C(=O)N(c2ccccc2)N(c2ccccc2)C1=O
 : -7	49
- Cc1ccnc(N2CCCC(C(=O)Nc3c(C)cccc3C)C2)n1 (centres undefined)
 : -1	-9
- O=C(NCc1cccc(F)c1)c1cc2c(s1)CCN(C(=O)c1ccccc1)C2
 : 0	0
- COC(=O)COc1ccc2c(c1)OC(=Cc1ccco1)C2=O
 : -1	3
- COc1cc(CN2CCN(C(=O)c3cc(OC)c(OC)c(OC)c3)CC2)cc(OC)c1
 : -1	12
- Cc1nnsc1C(=O)NCC1CCN(Cc2ccsc2)CC1
 : -5	-9
- CC(C)OC(=O)COc1ccc2c(-c3cc4cc(Br)ccc4oc3=O)cc(=O)oc2c1
 : -8	24
- CC(C)OCC(O)Cn1c(Br)nc2c1c(=O)n(C)c(=O)n2C (centres undefined)
 : 0	0
- COc1cc(NC(=O)c2cccc(F)c2)c(OC)cc1NC(C)=O
 : 11	4
- Cc1ccccc1OCC(=O)NCc1ccncc1
 : 2	-3
- Cc1ccc(S(=O)(=O)C2(C(=O)N3CCc4ccccc43)CC2)cc1
 : 0	4
- Cc1cccc(OCC(=O)Nc2cccc([N+](=O)[O-])c2)c1C
 : -5	1
- O=C(Nc1ccc(Br)cc1)C(=O)NC1CCCCCC1
 : 1	-2
- COc1ccc(/C=C2N=C(/C=C/c3cccc(Cl)c3Cl)OC/2=O)c(OC)c1
 : 0	8
- COc1ccc(N=c2oc3ccccc3cc2C(=O)Nc2ccccc2F)cc1
 : -7	2
- Cc1ccnc(N2CCC(C(=O)Nc3ccc(F)cc3C)CC2)n1
 : -3	-13
- N#C/C(=C\Nc1ccc(S(N)(=O)=O)cc1)c1nc(-c2ccccc2)cs1
 : -3	12
- O=c1[nH]c2ccc(N=Cc3ccc(F)cc3)cc2[nH]1
 : 12	-1
- CCN1CCCn2nc(C3CCN(C(=O)COc4ccccc4)CC3)cc2C1=O
 : -6	-3
- COc1ccccc1N1CCN(C(=O)c2csc(NC(=O)c3ccccc3)n2)CC1
 : 0	4
- COc1ccc(S(=O)(=O)Nc2ccc(Br)cc2)cc1
 : 2	-12
- COc1ccc(Cl)cc1NC(=O)CSc1ncnc2c1oc1ccccc12
 : 3	-9
- NC(=O)c1ccc(NC(=O)CSc2nnc(NC(=O)NC3CCCCC3)s2)cc1
 : -2	4
- CN(C)CCNC(=O)Cc1ccc([N+](=O)[O-])cc1
 : 2	2
- Cn1nccc1-c1cccc(-c2noc(C=Cc3ccccc3)n2)c1
 : -2	42
- Cn1c(CNC(=O)C2CCc3sc(C(=O)N4CCCCC4)cc3C2)nc2ccccc21 (centres undefined)
 : -2	19
- Cc1occc1C(=O)Nc1ccc(Cl)cc1
 : -5	2
- O=C1CC[C@@H](O)CCN1CC[C@H](Sc1ccccc1)c1ccccc1
 : -4	14

Looked up one by one from the list above (five):
Values run as follows: Pf apPOL block	mHTT-CaM PPI inh
- CN(C)CCNC(=O)Cc1ccc([N+](=O)[O-])cc1
 : 2	2
- COc1ccccc1N1CCN(C(=O)c2csc(NC(=O)c3ccccc3)n2)CC1
 : 0	4
- O=C(NCc1cccc(F)c1)c1cc2c(s1)CCN(C(=O)c1ccccc1)C2
 : 0	0
- Cc1ccc(NC(=O)c2noc3c2CCCC3)cc1
 : -2	-12
- O=C1CC[C@@H](O)CCN1CC[C@H](Sc1ccccc1)c1ccccc1
 : -4	14

More records
Values run as follows: Pf apPOL block	mHTT-CaM PPI inh
- O=C(NCc1ccco1)c1cc(-c2ccc3c(c2)OCO3)nc2ccccc12
 : -2	-11
- O=C(Oc1ccccc1N1CCOCC1)c1ccco1
 : -5&-2	x
- CN1CCN(S(=O)(=O)c2ccc(F)c(F)c2)CC1c1ccc(F)cc1 (centres undefined)
 : 0	-6
- COc1cc(C=C2Oc3cc(OC(=O)c4c(OC)cccc4OC)ccc3C2=O)cc(OC)c1OC
 : -7	-10
- Cc1cc(C)c2nc(C)cc(Nc3ccc(N4CCOCC4)cc3)c2c1
 : -15	14
- O=C(Nc1cccc([N+](=O)[O-])c1)c1ccc2nc(N3C(=O)CCC3=O)sc2c1
 : -4	4
- CCOc1ccc2ccccc2c1C(=O)Nn1cnc2c(cnn2C(C)(C)C)c1=O
 : 1	-3
- Nc1nc(SCc2c(F)cccc2Cl)[nH]c(=O)c1NC(=O)c1ccco1
 : -1	-6
- NNC(=O)c1[nH]c2ccc([N+](=O)[O-])cc2c1-c1ccccc1
 : 6	x
- O=C(Nc1ccccc1)ON=C1CCCc2occc21
 : -2	x
- CC(=O)N1N=C(c2cccc([N+](=O)[O-])c2)OC1(C)C
 : -2	-1
- COc1ccccc1Oc1c(C)oc2cc(OCC(=O)c3ccccc3)ccc2c1=O
 : -4	7
- CCCCC(=O)NC(/C=C/c1ccccc1)c1cc([N+](=O)[O-])c2cccnc2c1O (centres undefined)
 : -3	14
- COc1ccc(Br)cc1/C=C1\N=C(c2cc([N+](=O)[O-])ccc2Cl)OC1=O
 : 1	5
- CCC(C)C(=O)Nc1nnc(CC(C)C)s1 (centres undefined)
 : x	-9
- CSc1nc2sc3c(c2c(=O)n1Cc1ccco1)CCC3
 : -12	-1
- CC1(C)CC(=O)C2=C(C1)NC1=C(C(=O)c3ccccc31)C2c1cc([N+](=O)[O-])ccc1O (centres undefined)
 : 4	63*
- CC(Oc1ccccc1)C(=O)N1CCN(CCNC(=O)c2ccc3c(c2)OCO3)CC1 (centres undefined)
 : -6	-1
- CCN1c2cc(C)ccc2-n2cccc2C12CCN(C(=O)NCc1ccc(F)cc1)CC2
 : 2	93*
- Cc1nnc2ccc(S(=O)(=O)N(Cc3ccc(F)cc3)c3ccc(F)cc3)cn12
 : 1	20
- Cc1ccc2c(c1)c1c(n2CC(O)CNC2CCCC2)CCCC1 (centres undefined)
 : -8	36
- Cc1ccc2nc(-c3ccc(NC(=O)CSc4nc(C)cc(=O)[nH]4)cc3)sc2c1
 : -12	-1
- Cn1cnc([N+](=O)[O-])c1Sc1nc2ccccc2[nH]1
 : 0	2
- CCOc1cccc2cc(C(=O)NC(C)=O)c(=Nc3ccccc3C)oc12
 : 0	-2
- Cc1ccc(S(=O)(=O)N(CC(=O)NCC2CCCO2)c2cccc(C)c2C)cc1 (centres undefined)
 : -3	6
- CCOc1ccc(N2CC(C(=O)N3CCc4ccccc4C3)CC2=O)cc1 (centres undefined)
 : -5	10
- CC1(C)Cc2c(c(N3CCOCC3)nc3sc4c(N(CCO)CCO)ncnc4c23)CO1
 : -6	28
- O=C(Nc1ccc(S(=O)(=O)NCc2ccco2)cc1)c1ccccc1Cl
 : -1	0
- Cc1cc(Cl)ccc1S(=O)(=O)n1cnc2ccccc21
 : -5	1
- COc1ccc(NS(=O)(=O)c2ccc3[nH]c(=O)sc3c2)cc1
 : -1	-5
- CC(C)CC(=O)Nc1ccccc1Oc1ccccc1
 : 2	-16
- Cc1cccc(NC(=O)NCCC2CCN(S(=O)(=O)c3ccc(F)cc3)CC2)c1
 : -3	22
- Cc1cc(C)n2nc(SCc3ccccc3F)nc2n1
 : -9	-1
- Cc1ccc(NC(=O)/C(C#N)=C(\N)C(Cl)(Cl)Cl)nc1
 : -3	8
- COc1nonc1OCCCNc1cc(Cl)ccc1[N+](=O)[O-]
 : -1	9
- COc1cccc(CNC(=O)N2CC3CCCN3c3ccccc32)c1 (centres undefined)
 : 0	66*
- CCCCNC(=O)c1ccc2c(c1)ncn2-c1ccc(F)c(F)c1
 : 30	6
- CCN1C(=O)C(C)(C(=O)Nc2cc(C)cc(C)c2)Oc2cccnc21 (centres undefined)
 : -1	-13
- O=C(Nc1ccc2c(c1)OCCO2)N1CCC(n2c(-c3ccoc3)nc3cccnc32)C1 (centres undefined)
 : -2	29
- CC(=O)Nc1ccc(N=Cc2nc(-c3ccc(C)cc3)oc2O)cc1
 : 2	-3
- O=C(CSc1ncn[nH]1)Nc1nccs1
 : x	-5
- CCc1nc2ccccc2c(=O)n1CCCCn1c(CC)nc2ccccc2c1=O
 : 11	-8
- Oc1ccccc1C1OC2CCCCC2C2=CCCCC21 (centres undefined)
 : -7	-8
- Cc1cc(C)cc(C(=O)N2CCCC(C(=O)Nc3ccc(Cl)cc3)C2)c1 (centres undefined)
 : 0	-4
- N#CCCSc1nnc(-c2cccnc2)n1-c1ccc(Br)cc1
 : 15	-4
- CCSc1nnc(NC(=O)CSC2=NN3CCCC(=O)N=C3S2)s1
 : -6	-2
- COc1cccc(CNC(=O)C2(C)CCCN(C(=O)Cc3ccccc3Cl)C2)c1 (centres undefined)
 : -6	-5
- COc1ccc(C(=O)Nc2cc3cccc([N+](=O)[O-])c3oc2=O)c(Cl)c1
 : 3	-3
- O=C(NC1C2CC3CC(C2)CC1C3)c1ccc(Br)cc1 (centres undefined)
 : 4	-4
- CCc1nc2scc(-c3cccs3)c2c(=O)o1
 : 0	-7
- Cc1ccc(C(=O)Nc2ccc(N3CCN(C(=O)c4ccccc4C)CC3)nc2)cc1
 : -9	9
- COc1ccc(-c2ncc3c(n2)CCN(C(=O)c2cc(Cl)ccc2F)C3)cc1
 : -7	1
- Cn1c(=O)c2c(nc(Oc3ccccc3)n2Cc2ccc(Cl)cc2)n(C)c1=O
 : -1	-1
- O=C(Nc1ccccn1)c1n[nH]n(-c2ccccn2)c1=O
 : 1	27
- Cc1ccc(NC(=O)c2cnccn2)c(Br)c1
 : 5	-11
- CCOc1ccc(-n2nc(C(=O)Nc3ccc4c(c3)OCCO4)c3ccccc3c2=O)cc1
 : 2	12
- CC1CCC2(CC1)NC(=O)N(CC(=O)NC(C)C)C2=O (centres undefined)
 : -6	-3
- O=C(O)c1ccccc1-c1oc2cc(O)ccc2c(=O)c1Oc1ccccc1
 : -8	x
- Cn1nc(-c2nc(Cc3ccccc3)no2)c2c1CCN(C(=O)c1cccc(F)c1)C2
 : -1	0
- Cc1ccc(N=c2oc3ccccc3cc2C(N)=O)cc1
 : -4	-5

(cont.)
Values run as follows: Pf apPOL block	mHTT-CaM PPI inh
- Cc1ccsc1CN1CCCCC1CO (centres undefined)
 : -1	-6
- COc1ccc(CCCC(=O)Nc2ccc(C)cc2)c(C)c1
 : -16	-13
- COCCn1cc(C(=O)NCCN(C)C)c2c3ccccc3n(C)c2c1=O
 : -7	9
- O=C(Nc1nccs1)c1cc2cc([N+](=O)[O-])ccc2oc1=Nc1cccc(Br)c1
 : -4	7
- Nc1cc(-c2ccc(Cl)cc2)nn1C1CCS(=O)(=O)C1 (centres undefined)
 : 3	14
